Compound activity (PubChem BioAssay)
PLCb3 inh: PLC-beta3 (human) inhibition, primary screen | Purified PLC-beta3, fluorogenic substrate, fluorescence | inhibition, % at 12.2 µM | actives 0.18% (n = 370,000); in the data active means inhibition above about 11%;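 further: 0% = median of compound wells on plate and 100% = full blocker control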
ADAM17 inh: inhibitors of human ADAM17 | P78536 | recombinant ADAM17, EDANS/DABCYL FRET peptide cleavage | inhibition, % at 6.95 µM | actives 0.83% (n = 370,000) | AID 720648;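 active means inhibition above the mean of compounds lying between control limits plus 3 SD, set per campaign, cut at about 8.5% in these data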;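 further: 0% = DMSO-only wells as the low control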
Target sequence (P78536 215-824 limits assumed): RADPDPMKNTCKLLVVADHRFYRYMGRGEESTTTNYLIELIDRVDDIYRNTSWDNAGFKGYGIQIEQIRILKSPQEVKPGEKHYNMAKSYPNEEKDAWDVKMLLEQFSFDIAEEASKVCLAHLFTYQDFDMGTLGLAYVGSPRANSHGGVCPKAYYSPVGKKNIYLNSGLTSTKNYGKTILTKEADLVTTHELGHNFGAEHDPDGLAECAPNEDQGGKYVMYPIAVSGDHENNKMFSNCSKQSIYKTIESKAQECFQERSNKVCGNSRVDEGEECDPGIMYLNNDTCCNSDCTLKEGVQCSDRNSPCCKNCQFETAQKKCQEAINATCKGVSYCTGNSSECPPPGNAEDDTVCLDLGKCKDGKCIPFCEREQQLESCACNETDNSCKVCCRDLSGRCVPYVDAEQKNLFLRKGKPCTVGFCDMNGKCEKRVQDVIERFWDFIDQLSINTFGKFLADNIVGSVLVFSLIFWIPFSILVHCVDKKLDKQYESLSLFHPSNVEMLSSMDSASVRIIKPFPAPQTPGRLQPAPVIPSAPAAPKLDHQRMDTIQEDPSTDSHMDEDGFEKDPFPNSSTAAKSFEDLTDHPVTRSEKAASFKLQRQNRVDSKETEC
GAA850 FXN act: increases GAA850 frataxin promoter reporter activity; actives 0.56% (n = 360,000); HEK293 lucGAA850 FXN promoter luciferase reporter, 24 h; percent of 10 µM SAHA response; activation, % at 6 µM;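 active means activation above the average of all compounds screened plus 3 SD, cutoff fixed separately per campaign, cut at about 7.5% in these data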;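 further: 0% = DMSO wells and 100% = 10 µM SAHA wells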
HGIII-sPLA2 inh: Inhibits HGIII-sPLA2 liposome hydrolysis, primary screen; AID 743126; QFRET BODIPY PC-A2 liposome hydrolysis, fluorescence; Q9NZ20; inhibition, % at 12.2 µM; actives 0.56% (n = 370,000);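 active means inhibition above mean plus 3 SD of compounds lying within the high and low control bounds, cut at about 19% in these data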;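 further: 0% = median of test compound wells and 100% = no enzyme DMSO wells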
ADAM10 inh: inhibitors of human ADAM10; recombinant ADAM10, EDANS/DABCYL FRET peptide cleavage, 3 h; inhibition, % at 7 µM; actives 0.62% (n = 370,000); AID 720582;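 active means inhibition above a per-campaign cutoff equal to the mean of compounds falling between control-based bounds plus 3 SD, cut at about 20% in these data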;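 further: 0% = DMSO wells while the 100% control is not disclosed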
PLC-gamma1 inh: inhibitors of human phospholipase C gamma1 | purified PLC-gamma1, fluorogenic substrate, fluorescence | AID 720700 | P19174 | inhibition, % at 12.2 µM | actives 0.84% (n = 370,000); in the data active means inhibition above about 9.5%
ssDAF-12 act: activates DAF-12 receptor from parasite S. stercoralis; activation, % at 6.8 µM; AID 652126; actives 1% (n = 370,000); HEK293 ssDAF-12/GRIP1 lit1-tk-luc reporter, luminescence; % of 3 µM dafachronic acid response;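 active means activation above the mean over all tested compounds plus 3 SD, cut at about 0.9% in these data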;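 further: 0% = DMSO-only wells and 100% = 3 µM delta7-dafachronic acid wells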
hcDAF-12 act: activators of H. contortus DAF-12 nuclear receptor; AID 652067; activation, % at 6.8 µM; HEK293 hcDAF-12 lit1-tk-luc reporter, luminescence; 0% DMSO, 100% Δ7-dafachronic acid; actives 1.4% (n = 370,000);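 active means activation above the mean of all tested compounds plus 3 SD, cut at about 5.5% in these data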;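 further: 100% = response to 3 µM Δ7-dafachronic acid high control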
DAX1 inh-1: inhibitors of DAX1 repression of SF-1 activated StAR promoter; inhibition, % at 6.8 µM; AID 652010; HEK293T StAR-luciferase reporter, SF-1/DAX-1 repression relief; actives 1.1% (n = 370,000);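 active means inhibition above the mean over all tested compounds plus 3 SD, cut at about 3.6% in these data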;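 further: 0% = DAX-1 cells with DMSO and 100% = cells lacking DAX-1 with DMSO; higher inhibition means more luminescence from relief of DAX-1 repression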
hgDAF-12 ag: activates the H. glycines DAF-12 receptor ligand-binding domain | HEK293 GAL4-hgDAF12 UAS-luciferase reporter, agonist luminescence; normalized to butyrate control | activation, % at 6.8 µM | actives 1.8% (n = 370,000) | AID 687014;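 active means activation above a cutoff set at the mean of all screened compounds plus 3 SD, cut at about 10% in these data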;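 further: 0% = DMSO wells and 100% = sodium butyrate wells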
DAX1 inh-2: inhibitors of human orphan nuclear receptor DAX1 (NR0B1); inhibition, % at 6.75 µM; AID 504766; HEK293 Gal4-DAX1 luciferase reporter, luminescence; actives 0.99% (n = 340,000);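 active means inhibition above the mean over all tested compounds plus 3 SD, cut at about 4.2% in these data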;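 further: 0% = DAX1-transfected cells with DMSO and 100% = empty-vector control cells with DMSO; inhibition shows as a rise in luminescence from relieved DAX1 repression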
Target sequence (P51843 207-470 limits assumed): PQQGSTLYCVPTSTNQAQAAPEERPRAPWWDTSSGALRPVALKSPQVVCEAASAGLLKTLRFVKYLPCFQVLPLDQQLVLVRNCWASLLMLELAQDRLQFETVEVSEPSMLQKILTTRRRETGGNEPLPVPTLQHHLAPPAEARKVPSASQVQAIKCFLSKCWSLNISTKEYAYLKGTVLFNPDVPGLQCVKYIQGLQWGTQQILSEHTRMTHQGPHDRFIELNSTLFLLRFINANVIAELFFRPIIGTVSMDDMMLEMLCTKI
Numbers without * were called inactive; . = not tested or not shown.

Molecule	PLC-gamma1 inh	DAX1 inh-1	ADAM10 inh	hcDAF-12 act	GAA850 FXN act	hgDAF-12 ag	ssDAF-12 act	DAX1 inh-2	ADAM17 inh	PLCb3 inh	HGIII-sPLA2 inh
Cc1ccc(N(C(=O)c2snc(C(N)=O)c2N)C(C(=O)NC2CCCC2)c2ccncc2)cc1 (centres undefined)	-50	0.0	-111	-1.0	0.4	-1.4	-0.7	-0.6	-35	-70	-11
O=C(N[C@@H](Cc1ccccc1)C(=O)NCCc1c[nH]c2ccccc12)c1ccco1	0	-0.6	-1	0.5	0.9	-3.4	-0.1	3.3	-3	-7	-56
CC(=O)Nc1sc(C)c(C)c1C(=O)OCC(=O)Nc1cc(S(C)(=O)=O)ccc1Cl	-3	-0.4	-8	-0.6	1.9	-2.8	-1.6	0.0	-4	-7	-4
C=CCSC1=C(C#N)C(c2ccccc2OCC)CC(=O)N1 (centres undefined)	2	0.1	10	-0.4	-0.9	2.3	-1.2	-1.4	-3	3	2
Cc1ccc(NC(=S)N(N)CCO)cc1	12*	0.8	7	1.2	0.2	2.6	0.0	-1.6	4	5	12
COc1ccc(N(C(=O)c2ccco2)C(C(=O)NC2CCCC2)c2ccco2)cc1OC (centres undefined)	0	0.4	-17	-0.8	-2.2	0.6	-0.8	2.2	-7	-5	10
COc1ccc(C)cc1NC(=O)C1CCN(S(=O)(=O)c2ccccc2)CC1	1	0.0	-6	-1.8	1.0	-0.6	-1.2	0.4	-6	-4	3
COc1ccc(/C=N\Nc2ccc([N+](=O)[O-])cc2[N+](=O)[O-])c(C(=O)O)c1OC	2	-0.5	4	0.3	-2.3	-3.7	-1.4	0.2	3	-5	-2
O=S1(=O)c2ccc(N3CCCC3)cc2Oc2ccccc2CN1Cc1cn(Cc2cccc(C(F)(F)F)c2)nn1	6	-0.2	9	-2.3	.	-1.9	-1.9	.	5	1	13
COc1cccc(CN2CC(C(=O)N(C)CC3CCOCC3)CCC2=O)c1 (centres undefined)	-3	0.5	-7	0.6	1.5	0.0	-1.4	1.4	-2	-5	5
CCCCCCSc1ncc(C#N)c(N)n1	-3	-0.2	-1	2.8	2.5	2.2	-1.0	1.4	1	-6	-4
NC(=O)[C@@H]1CCCCNc2c(I)cc([N+](=O)[O-])cc2C(=O)N[C@@H](CCC(=O)O)C(=O)N[C@@H](CO)C(=O)N1	-1	0.3	5	-1.4	0.2	-0.1	-1.0	2.9	-2	0	-6
Cc1cccc(C(=O)NNC(=O)C2CC2)c1	-1	0.2	-13	1.3	2.2	2.0	-0.7	0.6	0	-7	2
COc1ccc2cc(CN(CC3CCCO3)C(=S)NCc3ccco3)c(=O)[nH]c2c1 (centres undefined)	3	-0.9	-5	-2.6	-1.8	1.6	-1.9	-0.4	-2	-4	-1
Cn1cc(C2N3CC4(C)CN2CC(C)(C3)C4=O)c2ccccc21 (centres undefined)	2	-0.9	-9	-1.3	0.1	16*	-1.4	1.9	-4	-5	2
N#CCC(=O)Nc1ccc(C(=O)NCc2cccc(Cl)c2)cc1	-9	0.2	4	-1.5	0.9	0.2	-1.8	-1.8	-5	-20	-31
CNC(=O)c1ccc(CN(C)C(=O)/C=C/c2ccc(S(=O)(=O)N3CCCCCC3)cc2)cc1	-2	-2.0	-8	-1.5	0.2	-5.1	-1.6	-1.7	-2	-3	7
COc1ccc2c(c1)C1(Nc3ccccc3-c3nc4ccccc4n31)C(=O)N2 (centres undefined)	-17	1.1	-20	-0.9	-1.3	-2.1	-2.2	-0.6	0	-25	-7
Cc1cccc(NC(=O)CN2C(=O)N/C(=C\c3cccn3-c3cccc(C(=O)O)c3)C2=O)c1	0	0.1	-5	0.4	1.2	-2.0	-1.6	-1.0	-2	-3	-18
C[C@@H]1CN([C@@H](C)CO)S(=O)(=O)c2ccc(Br)cc2O[C@@H]1CN(C)Cc1ccc2c(c1)OCO2	3	-0.4	8	-1.1	.	-1.1	-1.1	.	2	1	-17
C=CC1=C(C(=O)O)N2C(=O)[C@@H](NC(=O)/C(=N\OCC(=O)O)c3csc(N)n3)[C@H]2SC1	23*	0.7	-18	-0.7	1.7	-0.1	-0.8	-0.7	-9	4	7
O=C(CCNS(=O)(=O)c1cccs1)NCc1cccs1	4	-0.7	2	-1.3	0.9	-0.8	-0.7	-0.2	-3	6	3
COc1ccc(Br)c(C(=O)NC(C)(C)CO)c1	0	-0.2	0	0.4	-1.6	0.9	-1.5	-0.1	-3	-7	17
O=C(Nc1ccc2oc(-c3ccccc3)nc2c1)c1ccccc1F	-32	0.9	-81	0.7	2.0	10	-0.8	-0.1	-26	-38	-1
Cn1c(=O)oc2cc(S(=O)(=O)CCC(=O)NCCc3ccccc3)ccc21	1	-0.1	3	2.6	0.2	0.7	-1.3	0.7	-1	-10	0
Cc1cc(C)n(-c2ccc(C(=O)NCCCN3CCOCC3)cc2)n1	1	-0.4	-4	-0.8	-0.9	-0.7	-1.0	-1.3	-2	-2	-6
Cc1ccc(NC(=O)OC2CCC23CCCCC3)cc1 (centres undefined)	0	1.1	-5	1.1	.	6.3	-1.0	.	1	0	8
CCn1c(SC/C=C/c2ccccc2)nnc1-c1cnccn1	-1	-1.7	-6	-1.1	0.2	0.8	-1.3	0.3	0	-1	-2
COC(=O)C1=NN(c2ccccc2)C2C(=O)N(c3ccccc3OC)C(=O)C12 (centres undefined)	-309	-0.1	-42	9.6*	-0.9	-1.6	0.1	1.4	-12	-311	2
Cn1c(CN2CCOCC2)nc2cc(NC(=O)c3ccc(Cl)cc3)ccc21	-2	-2.6	-10	-3.5	-1.0	-6.2	-2.1	-3.4	-4	0	-1
Cc1ccc(OCC(=O)N2CCN(S(=O)(=O)c3ccc(Cl)s3)CC2)cc1C	0	0.1	-12	-1.0	1.8	-1.3	-1.4	0.6	-5	0	-3
CCOc1ccc(/C=N/n2c(COc3ccccc3)n[nH]c2=S)cc1OC	-3	0.2	-7	-2.0	3.2	-1.9	-0.8	0.3	-3	-12	11
Cc1nc2sc3c(c2c(=N)n1N)CC(C)(C)OC3	-10	-1.0	-26	-1.1	1.0	-2.0	-2.0	0.5	-9	-12	1
Cc1ccccc1N1CC(C(=O)N2CC(C)OC(C)C2)CC1=O (centres undefined)	0	0.2	11	2.0	3.9	1.1	-0.7	0.7	0	-2	-2
O=C(CCc1ccccc1)N[C@H]1[C@H](O)CCC[C@@]12C(=O)N(Cc1ccccc1)c1ccc(-c3ccccc3)cc12	4	-0.7	13	-0.3	.	-1.1	-0.7	.	5	-1	-24
Cc1ccc(-n2nnnc2SCC(=O)N2c3ccccc3NC(=O)C2(C)C)cc1	0	-0.9	4	-0.1	-1.3	-1.9	-1.3	-2.0	0	2	-3
CC(NC(=O)c1ccco1)C12CC3CC(CC(C3)C1)C2 (centres undefined)	-22	-1.8	0	-0.7	1.4	2.5	-0.8	0.3	-4	-6	-1
COc1ccc(C)cc1NC(=O)c1cc(S(=O)(=O)N2CCCC2)cn1C	-1	0.6	-8	2.1	1.9	2.4	-1.1	-0.8	-4	0	-6
CC1CCCCN1C(=O)CSc1nnc2c(n1)[nH]c1ccc(F)cc12 (centres undefined)	2	0.5	-1	0.2	-0.6	-1.4	-0.7	0.3	1	0	-1
COc1ccc(/C=C(\NC(=O)c2ccc(Cl)cc2)C(=O)NCCCn2ccnc2)cc1OC	4	-0.1	2	-0.5	-0.4	0.4	-0.9	0.8	2	2	-1
Cc1nn(CC(C)C(=O)N2CCN(S(=O)(=O)c3ccc(Cl)cc3)CC2)c(C)c1C (centres undefined)	1	-0.7	-3	-2.0	-1.1	-4.8	-0.9	-1.4	-4	4	4
COc1ccc(CCN=C(N)NS(=O)(=O)c2cc(F)ccc2F)cc1	1	-0.9	5	-0.8	1.4	2.9	-0.2	0.3	-1	-7	-14
Cc1cc(NC(=O)C2CC2)n(-c2nc3ccccc3s2)n1	-2	-0.7	3	5.6*	2.1	10	-0.1	0.0	0	1	1
NC(=O)c1nn2c(C(F)(F)F)cc(-c3ccccc3)nc2c1Br	-22	0.2	-10	-1.4	4.3	-2.4	-1.7	1.6	5	-41	16
COc1cc(NC(=O)c2ccc3snnc3c2)cc(OC)c1	0	0.3	-6	-0.9	3.8	3.8	-0.7	-0.4	-5	-5	-11
Cc1noc(C)c1N=Nc1ccccc1C(=O)O	1	-0.8	4	0.2	-1.2	0.5	-1.3	1.5	-4	-1	6
O=C(O)CC(NC(=O)c1ccco1)c1ccco1 (centres undefined)	-3	1.0	-10	0.6	1.0	0.3	-1.2	0.2	0	-8	3
O=C(NNc1nc2cc3c(cc2s1)OCO3)c1cccc(F)c1	-18	1.8	-9	2.2	2.0	1.8	-0.7	0.3	-4	-22	16
Cc1cc(NC(=O)COc2ccc(C)c(C)c2)no1	2	0.5	3	2.4	1.2	6.3	-0.3	-0.3	0	-7	0
COc1ccccc1N1CCN(Cc2ccc(Br)o2)CC1	2	-0.4	3	1.9	0.5	-1.0	-0.8	0.7	-1	1	-5
CC(=O)NN1C(=O)c2ccc(Oc3ccc([N+](=O)[O-])cc3)cc2C1=O	3	0.2	-3	-1.3	2.0	-3.0	-0.9	1.0	0	-146	-3
NS(=O)(=O)c1ccc(NC(=O)c2cccc(Cl)c2)cc1	1	-0.3	5	1.3	-1.7	1.9	-1.5	0.0	-1	-9	-5
C=CC[C@H](CC(=O)N(CCO)Cc1ccccc1)C(=O)N[C@@H](COC(=O)[C@@H](CC=C)Cc1ccc(F)cc1)Cc1c[nH]c2ccccc12	0	-2.8	37*	-2.3	-9.5	-3.1	-1.1	-1.0	14*	3	-132
O=C(O)C1CC=CCC1C(=O)Nc1ccc(N2CCN(Cc3ccccc3)CC2)cc1 (centres undefined)	3	-1.1	10	-1.1	2.6	-5.6	-1.6	-0.7	-1	-2	7
CC(NC(=O)c1ccc(N(C)C)cc1)c1ccc(F)cc1 (centres undefined)	-3	-0.9	-6	-0.5	1.2	-1.3	-1.9	0.7	-5	-28	2
COc1ccc(OC)c(NC(=O)COC(=O)c2ccc(-n3cnnn3)cc2)c1	-3	1.0	-6	-0.8	0.3	1.6	-1.7	-1.0	-1	0	8
CCCC(=O)N1CCN(Cc2nc3cc([N+](=O)[O-])ccc3n2C)CC1	7	0.1	4	-0.7	1.1	1.6	-0.1	-1.1	-2	-2	5
